# uPA generation: cell surface uPA generation inhibition | Potency, µM (top dose mostly 38.3 µM), without a hit: at the top dose activity change, negative = inhibition, hits mostly inhibitors | cell surface uPA generation assay, qHTS | AID 540303 | hit rate 0.31% among 330,000; active = well fitted inhibition curve with a large enough effect; inconclusive = small, poorly fitted or top-dose-only effect; inactive = no such curve, though single readings can be large or run the other way; tested in mouse RAW 264.7 cells; note: potency is the fitted concentration of half-maximal effect; % is set by controls: 0 for no effect and ±100 for the full control effect; nearly all actives have a fitted effect of over 55% in size
# Mito fusion act: blocks mitochondrial division or promotes mitochondrial fusion | S. cerevisiae fusion-defective mutant growth rescue, CellTiterGlo 48 h | Potency, µM (highest dose often 46.1 µM), inactives show at the top dose growth rescue (activation), usual class: activators | hit rate 0.23% among 320,000 | AID 485298;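 note: potency is the fitted concentration of half-maximal effect; % of control where 0% means no effect; nearly all actives have a fitted effect of over 45% in size; temperature-sensitive fusion mutants such as fzo1-1 at 37 °C on non-fermentable ethanol glycerol medium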
#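 Read-out: ATP-based luminescence (CellTiterGlo, 10 min ambient) reporting growth of fusion-defective ts yeast after 48 hours at 37C on glycerol/ethanol YPEG medium in the presence of compound.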
# TSG101-PTAP inh: blocks PTAP/TSG101 interaction to inhibit HIV-1 budding. Q99816. Fluorescence polarization, FITC-PTAP peptide / Tsg101 binding. Potency, µM (top dose mostly 115 µM), inactives show at the top dose activity change, negative = inhibition, actives largely listed as inhibitors. 340,000 tested, under 10 active; active = well fitted inhibition curve with a large enough effect in the main read-out, with a control signal flat, not every such curve was filed as active; inconclusive = small, poorly fitted or top-dose-only effect, or effect the other way, or a change in a side signal; inactive = no such curve, though single readings can be large or run the other way; note: potency is the fitted concentration of half-maximal effect; % of control where 0% means no effect
# Target sequence (Q99816 whole entry, looked up): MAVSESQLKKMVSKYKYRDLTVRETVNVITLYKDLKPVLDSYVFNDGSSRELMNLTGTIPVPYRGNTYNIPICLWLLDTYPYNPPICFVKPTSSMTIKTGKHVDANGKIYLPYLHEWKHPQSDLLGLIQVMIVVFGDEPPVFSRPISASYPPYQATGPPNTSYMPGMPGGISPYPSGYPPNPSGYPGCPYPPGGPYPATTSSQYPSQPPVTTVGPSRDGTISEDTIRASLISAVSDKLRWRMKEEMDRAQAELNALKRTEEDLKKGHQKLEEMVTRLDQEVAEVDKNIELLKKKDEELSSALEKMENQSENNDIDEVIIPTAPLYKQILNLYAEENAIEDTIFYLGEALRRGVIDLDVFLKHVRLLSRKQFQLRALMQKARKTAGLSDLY
#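 FP read-out: FITC-PTAP peptide, 50 nM final, binding Tsg101 binding domain, 10 uM final; 20 min, r.t.; 10 mM HEPES pH 7.5, 0.15 M NaCl, 0.01% Tween 20, 3 mM EDTA, 0.1 mM TCEP.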
# ELG1 DNA repair: blocks ELG1-dependent DNA repair in HEK293T cells; Potency, µM (series often up to 46.1 µM), without a hit: top-dose activity change, negative = inhibition, actives largely listed as inhibitors; hit rate 2.3% among 330,000; HEK293T ELG1-luciferase reporter, luminescence, 16 h; DNA damage induced by 5-fluorouridine; note: potency is the fitted concentration of half-maximal effect; % is set by controls: 0 for no effect and ±100 for the full control effect; nearly all actives have a fitted effect of over 55% in size
#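 DMSO vehicle served as the neutral condition. Each well held 2,000 cells given 5-fluorouridine plus compound; after 16 hr at 37 °C/5% CO2, ONE-Glo was added and luciferase measured 30 min later.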
# USP2a block: USP2a (human) protease inhibition; USP2 core, Ub-CHOP2 coupled fluorogenic reporter, 485/531; Potency, µM (highest dose often 38.3 µM), inactives show top-dose activity change, negative = inhibition, usual class: inhibitors; hit rate 0.01% among 330,000;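 note: potency is the fitted concentration of half-maximal effect; plate controls were DMSO wells for no effect and full inhibition by NEM control for full effect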
#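 Cell-free coupled assay: 10nM USP2 core preincubated 30min RT with compound in Tris-HCl pH 8.0/CaCl2/CHAPS buffer, then 25nM Ub-CHOP2 and 25nM reporter substrate; fluorescence (Ex 485/Em 531) read after 60min RT, normalized to NEM inhibition, concentration-response curves fitted.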
# B2AR arrestin: agonists driving beta-arrestin recruitment to human beta2-adrenergic receptor; P07550; beta-arrestin recruitment to beta2AR, cell-based reporter; Potency, µM (doses to about 46.1 µM), for inactives: at the highest dose activation, hits mostly activators; hit rate 0.02% among 330,000; AID 492947;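 note: potency is the fitted concentration of half-maximal effect; 0% = DMSO controls and full agonism = EC100 isoproterenol or metaproterenol; nearly all actives have a fitted effect of over 65% in size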
# TCR act: activators of T cell receptors; primary human leukocytes, anti-CD3, IL-2 HTRF, 48 h; 330,000 tested, under 10 active; Potency, µM (series often up to 9.22 µM), without a hit: at the top dose activation of IL-2 secretion, hits mostly activators; AID 504894; note: % of control where 0% means no effect
#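 Primary human leukocytes receive a-CD3 beads and test compound and are incubated 48 hr. Secreted IL-2 is then assayed by HTRF, measuring 665nm acceptor emission after 320nm excitation of the europium donor.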
# Tb PFK block: inhibitors of T. brucei phosphofructokinase; O15648; T. brucei PFK, ADP-Glo luminescence; Potency, µM (doses to about 57.5 µM), for the others: top-dose activity, negative = inhibition, hits mostly inhibitors; hit rate 0.17% among 330,000;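 note: potency is the fitted concentration of half-maximal effect; 0% = uninhibited 1x PFK enzyme wells and -100% = no-enzyme wells; nearly all actives have a fitted effect of over 60% in size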
# Target sequence (O15648 whole entry, looked up): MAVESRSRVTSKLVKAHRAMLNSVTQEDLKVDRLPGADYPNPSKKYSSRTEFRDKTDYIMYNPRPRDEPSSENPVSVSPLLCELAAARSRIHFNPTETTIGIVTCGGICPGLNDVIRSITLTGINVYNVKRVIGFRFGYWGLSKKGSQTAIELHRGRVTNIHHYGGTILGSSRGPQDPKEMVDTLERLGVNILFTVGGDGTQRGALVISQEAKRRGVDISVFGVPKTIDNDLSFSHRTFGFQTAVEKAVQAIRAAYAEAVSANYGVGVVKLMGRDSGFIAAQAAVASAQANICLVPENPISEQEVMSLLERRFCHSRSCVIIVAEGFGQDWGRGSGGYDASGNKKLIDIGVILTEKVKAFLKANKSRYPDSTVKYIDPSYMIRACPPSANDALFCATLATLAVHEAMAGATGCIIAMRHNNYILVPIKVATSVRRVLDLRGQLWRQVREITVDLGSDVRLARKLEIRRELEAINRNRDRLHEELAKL
#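 PFK 1.25 nM, F6P 0.5 mM, ATP 0.1 mM, 0.1 M TEA pH 8.0, 5 mM MgCl2, 0.01% Tween20, 0.1% BSA; 45 min RT. ADP-Glo readout. qHTS titration up to 57 uM; curves fitted, compounds curve-classed.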
# Eya2 phos inh: Eya2 (human) phosphatase inhibition; O00167; recombinant Eya2, OMFP fluorescence dephosphorylation (OMFP is methylfluorescein phosphate); Potency, µM (top dose mostly 76.9 µM), for the others: at the highest dose activity, negative = inhibition, hits mostly inhibitors; hit rate 0.006% among 330,000; AID 488837; note: potency is the fitted concentration of half-maximal effect; % is set by controls: 0 for no effect and ±100 for the full control effect
#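 Eya2 protein (added as 0.2 uM solution) was preincubated with compound for 10 min at ambient temperature in 50 mM HEPES pH 7.5, 50 mM NaCl, 5 uM MgCl2, 0.05% BSA, 1 mM DTT. OMFP (added at 50 uM) then reacted 10 min; fluorescence read at 485/525 nm.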
# TSHR antagonist: human thyrotropin receptor antagonism | activity change, negative = inhibition, % at 11.5 µM | hit rate 0.2% among 330,000 | AID 504810 | P16473 | TSHR-expressing cells, TSH-stimulated cAMP HTRF, 2 h; active compounds read low;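 active = activity change below a set negative limit, meaning inhibition stronger than a set level, cut at about -70% in these data; inconclusive = activity change between two set negative limits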; note: % is set by controls: 0 for no effect and ±100 for the full control effect
#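 Competitive HTRF cAMP read-out (cryptate anti-cAMP antibody, cAMP-d2; 30 min, room temperature) in freshly harvested TSHR cells. Compounds added before TSH at EC80 (4nM final), followed by 2 hours' incubation at 37 deg C.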
# Chronic BCR inh: chronic active BCR signaling inhibition; ABC-DLBCL IkBa-CBG/CBR reporter, luminescence ratio, 4 h; Potency, µM (highest dose often 46.1 µM), for the others: at the top dose ratio change, negative = lower green/red ratio, usual class: inhibitors; hit rate 0.05% among 340,000; active = well fitted inhibition curve with a large enough effect in the signal ratio, with a control signal flat, not every such curve was filed as active; inconclusive = small, poorly fitted or top-dose-only effect, or effect the other way, or a change in a side signal; the % refers to the signal ratio;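 note: potency is the fitted concentration of half-maximal effect; plate controls were basal doxycycline-induced cells for no effect and cells given 10 µM MG132 for full effect; MG132 reads +100%, hits lower the ratio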
#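 TMD8 human ABC-DLBCL cells with doxycycline-inducible IκBα–green luciferase fusion and unfused red luciferase, in 0.5% FBS medium; compounds up to 46 uM, 4 h at 37C. Green/red luminescence ratio, filter-overlap corrected, fitted to concentration-response curves.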
# Starred values were filed as active, the others as inactive; ? = inconclusive; / = not tested or not shown; [ ] = remark or other dose. Unless noted, calls come from the whole dose curve; as a rule, active = well fitted curve in the direction sought with a large enough effect; inconclusive = small, poorly fitted or top-dose-only effect, or another doubt; inactive = no such curve, though single readings can be large; an effect the other way counts as inactive or inconclusive. Compounds were not picked by outcome. Share with any hit: about 3%.
SMILES,uPA generation,Mito fusion act,TSG101-PTAP inh,ELG1 DNA repair,USP2a block,B2AR arrestin,TCR act,Tb PFK block,Eya2 phos inh,TSHR antagonist,Chronic BCR inh
COc1ccc(N(C(=O)c2ccncc2)S(=O)(=O)c2cccs2)cc1,-5%,0%,6%,-6%,1%,-0.7%,-9%,4%,-12%,5,-16%
COc1cc(/C=C/C(=O)OCC(=O)NC(=O)NC(C)(C)C)ccc1OCC#N,-4%,-8%,1%,-29%,0%,-1.5%,-1%[46.1 µM],-2%,-2%,-2,?
COc1cc(N=CC2=C(O)c3ccccc3C2=O)cc(OC)c1,2%,2%,0%,?,-1%,0.3%,5%[46.1 µM],0%,-16%,-3,?
CC(=O)Nc1ccc(Oc2nc(C)cc(C)n2)cc1,2%,-3%,-1%,9%,3%,0.0%,2%,-28%,15%,6,8%
CC(=O)Nc1ccc(NS(=O)(=O)c2ccc3ccccc3c2)cc1,3%,5%,-8%,-21%,3%,0.0%,/,1%,-26%,-10,-10%
COc1ccc2[nH]c3c(=O)n(Cc4ccc(C(=O)NCC5CCCO5)cc4)c(=S)[nH]c3c2c1 (configuration not stated),11%,3%,2%,?,2%,0.2%,-9%,1%,-5%,-1,-7%
Cc1ccc(C)c(NC(=O)COC(=O)CCC(=O)c2cccs2)c1,3%,12%,-6%,-1%,1%,-0.1%,-10%,-5%,9%,-9,4%
CN(CC(=O)N1CCc2ccccc21)S(=O)(=O)c1cccc2cccnc12,-16%,-1%,-2%,?,0%,0.0%,7%,-6%,-1%,-4,1%
CC(=O)Oc1ccc(C(=O)OCC(=O)c2c(N)n(C)c(=O)n(C)c2=O)cc1OC(C)=O,8%,5%,0%,-3%,15%,0.2%,2%,11%,3%,-15,-3%
O=C(Nc1cccc(Cl)c1)Nc1nnc(-c2ccccc2)o1,1%,2%,-3%,-1%,4%,-0.1%,-4%,-15%,10%,11,6%
Cc1cccc(Nc2ncnc3ccc(Br)cc23)c1,3%,-3%,-2%,?,6%,-0.1%,/,1%,-3%,-21,?
CCc1noc(C)c1C(=O)N1CCN(c2cccc(C)c2C)CC1,-1%,6%,-1%,1%,3%,-0.2%,1%,5%,17%,-12,0%
O=C1CC(C(=O)N2CCC(N3CCC(C(=O)NC4CC4)CC3)CC2)c2ccccc21 (configuration not stated),13%,-2%,-6%,16%,1%,-0.5%,-6%,-3%,11%,29,1%
O=C1CCC(CCC(=O)N2CCCC(C(=O)c3cccc(C(F)(F)F)c3)C2)=NN1 (configuration not stated),2%,2%,1%,8%,0%,0.3%,-1%,0%,-3%,12,-17%
O=C(Nc1ccc2c(c1)C(=O)OC2)c1ccc(Cl)cc1Cl,-6%,-2%,0%,?,1%,-0.1%,-11%,7%,0%,10,14%
CCc1ccc(NC(=O)CCn2cccc2)cc1,1%,-2%,-11%,?,-5%,-0.7%,/,-3%,4%,3,0%
Cc1ccc(Cn2cc(-c3ccccc3)nn2)cc1,7%,-18%,-7%,?,0%,-1.1%,2%,4%,-10%,0,21%
O=C(NCCc1ccc(Cl)cc1)C1CCN(S(=O)(=O)N2CCC3(CC2)OCCO3)CC1,6%,0%,-5%,-6%,0%,0.5%,-3%,-4%,3%,2,3%
COc1ccccc1CNC(=O)c1cccc(S(=O)(=O)N2CCN(C)CC2)c1,1%,-5%,-2%,8%,1%,0.2%,-1%,-12%,-6%,-2,-4%
CC(C)(C)c1ccc(NC(=O)Nc2ccc(OCC(=O)N3CCOCC3)cc2)cc1,-17%,-7%,-4%,?,-1%,0.1%,-3%,-3%,-13%,-7,?
O=C(CCCN1C(=O)c2ccccc2C1=O)Nc1ccccn1,3%,-2%,-3%,-1%,0%,0.4%,-4%[46.1 µM],1%,-2%,3,-11%
COc1ccc(OCCC(=O)N2CCCCC2)cc1,1%,-4%,-4%,?,-1%,0.0%,2%,9%,20%,5,?
CCOc1nc(Nc2ccc(Cl)cc2)nc(OCC)n1,-7%,-10%,-2%,-12%,0%,-0.3%,13%,1%,-7%,7,3%
O=S(=O)(NCC1CCCO1)c1ccc(Br)cc1 (configuration not stated),6%,4%,-3%,1%,1%,-0.4%,5%,0%,7%,-1,0%
COc1cc2c(cc1OC)C(C)N(C(=O)c1cc3c(s1)-c1c(C)cccc1OC3)CC2 (configuration not stated),15%,25µM*,-3%,?,-4%,-0.7%,2%,13%,-3%,0,?
Cc1cc(C)c(C)c(S(=O)(=O)NCC(=O)O)c1C,6%,1%,-9%,-9%,1%,0.1%,6%,1%,4%,-3,-2%
O=C1c2ccccc2NC(c2ccc(-c3ccc(C(F)(F)F)cc3)o2)N1O (configuration not stated),?,/,-2%,-1%,-6%,-0.2%,10%,1%,14%,-14,?
CCOC(=O)c1c(NS(=O)(=O)Cc2ccccc2)sc2c1CCCC2,1%,-5%,-2%,-2%,1%,-0.8%,-2%,2%,1%,40,?
CCN1C(=O)/C(=C\c2cccc(OC(=O)c3ccco3)c2)SC1=S,-3%,0%,-2%,26%,2%,0.4%,2%,2%,-10%,/,2%
COc1ccc(CNC(=O)C2(C)Cc3ccccc3C(=O)O2)cc1 (configuration not stated),2%,11%,-8%,12%,0%,0.0%,-1%,-11%,-9%,6,-16%
CCN(C(=O)COC(=O)c1cc(S(=O)(=O)N2CCOCC2)c(Cl)cc1Cl)C1CCS(=O)(=O)C1 (configuration not stated),2%,-3%,-5%,-1%,2%,0.2%,6%,2%,-1%,1,1%
COc1ccc([C@H]2CC(=O)C=C(c3cccc(C(F)(F)F)c3)C2)cc1,16%,?,-2%,?,2%,0.3%,-2%,0%,0%,-24,-3%
CCc1nc(NC(C)(C)C)c2cnn(-c3ccccc3)c2n1,-5%,-20%,-1%,?,-11%,2.8%,-3%,1%,-13%,-7,?
O=C(c1ccc(C23CC4CC(CC(C4)C2)C3)o1)N1CCOCC1,-9%,8%,-6%,13%,2%,0.0%,/,-13%,7%,8,-11%
CCOC(=O)C1=C(c2ccccc2)NC(=S)NC1c1ccc(Cl)c([N+](=O)[O-])c1 (configuration not stated),/,3%,/,?,-5%,0.1%,2%[46.1 µM],2%,4%,-11,1%
Nc1cc(N)c(OCC(F)(F)F)cc1OCC(F)(F)F,4%,-4%,3%,0%,5%,-0.4%,5%,-1%,-7%,-8,7%
COc1ccc(F)cc1S(=O)(=O)NC(Cc1ccccc1)C(N)=O (configuration not stated),0%,3%,-5%,2%,0%,-1.2%,8%,0%,9%,8,-23%
C=CCOc1ccc(-c2nc3c(c(=O)[nH]c(=O)n3Cc3ccccc3)n2CCCOC)cc1,-2%,-4%,-9%,-10%,0%,-0.4%,-7%,-1%,4%,-5,-2%
CCOC(=O)c1[nH]cnc1C(=O)NC1CCCCC1,-4%,-8%,-6%,-6%,4%,-1.9%,-2%,-2%,8%,37,21%
COc1ccc(C(=O)O/N=C(\N)c2ccncc2)cc1OC,-11%,-1%,-3%,?,6%,-0.4%,0%[46.1 µM],0%,2%,-10,?
COc1ccc(CCNC(=O)C2CCCN(S(=O)(=O)c3ccc(F)cc3)C2)cc1 (configuration not stated),2%,1%,-2%,-6%,2%,0.0%,-8%,1%,-4%,-2,?
COC(=O)c1ccc(S(=O)(=O)N2CCCCC2)o1,-2%,0%,-2%,-8%,2%,-0.2%,3%,-2%,1%,2,?
CCc1nonc1NC(=O)c1oc2cc(C)c(C)cc2c1C,-2%,0%,-1%,?,3%,-0.2%,2%,-2%,8%,-6,?
CCOn1c(SC(C)C)nc2ccccc2c1=O,-7%,3%,2%,4%,3%,-0.1%,-6%,-4%,0%,-2,9%
CC1CCN(S(=O)(=O)c2cn(CC(=O)N3CCN(C)CC3)c(=O)c3ccccc23)CC1,2%,1%,0%,10%,1%,0.3%,-1%,-1%,-12%,2,4%
